High-throughput results: PubChem BioAssay, National Center for Advancing Translational Sciences (NCATS)
HEK293 tox = cytotoxicity in counter-screen for GLP-1R inverse agonists. HEK293 cAMP-luciferase reporter cells, luminescence, 24 h. Potency, µM (series often up to 38.3 µM), for the others: top-dose activity change, negative = inhibition, hits mostly inhibitors. 410,000 compounds, 0.13% hits;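 note: loss of luciferase light is scored as toxicity; potency is the fitted concentration of half-maximal effect; % is set by controls: 0 for no effect and ±100 for the full control effect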
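Quantitative HTS format, 1536 wells, 200 cells/uL seeded. Compounds: 23 nL, 24 h, 37 °C. Detection: luciferase reagent, luminescence at 12 min RT; decreased signal taken as cytotoxic.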
D3 ag = activates the human D3 dopamine receptor; P35462; D3R DiscoveRx beta-arrestin cells, luminescence, 90 min; max activation, %; 410,000 compounds, 0.58% hits; in the data active = max activation above about 30%; note: 0% is about no effect; mostly tested at two doses, the higher about 12 µM
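Agonist-mode cell screen: cells plated at 1500/well and incubated overnight at 37 °C, then exposed to library compounds for 90 min at 37 °C. Detection reagent was added for 30–60 min at room temperature, and luminescence was read.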
TDP43 rescue = rescues yeast growth from TDP-43 toxicity; 410,000 compounds, 1.8% hits; Potency, µM (top dose mostly 46.1 µM), inactives show top-dose growth rescue (activation), hits mostly activators; TDP-43 expressing yeast growth rescue, BacTiter-Glo, 24 h; note: potency is the fitted concentration of half-maximal effect; % of control where 0% means no effect; nearly all actives have a fitted effect of over 50% in size
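Cell-based yeast growth screen: TDP-43 expression induced in galactose, inoculum OD600=0.02 after raffinose pregrowth to mid-log. Read-out BacTiter-Glo luminescence at 24 hr, 30 deg C; inhibition of toxicity seen as signal increase.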
KB-V1 cytotox = kills drug-selected multidrug resistant KB-V1 cells; KB-V1 MDR cells viability, CellTiter-Glo, 72 h; Potency, µM (series often up to 46.1 µM), without a hit: top-dose activity change, negative = cytotoxicity, most hits filed as cytotoxic; 400,000 compounds, 3.4% hits; note: potency is the fitted concentration of half-maximal effect; % is set by controls: 0 for no effect and ±100 for the full control effect; nearly all actives have a fitted effect of over 60% in size
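Potencies derive from concentration-effect curves fitted to normalized luminescence (CellTiter-Glo) of KB-V1 cells treated for 72 h at 37 degrees C in phenol-red-free DMEM containing 10% FBS.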
D3 antag = antagonists of human D3 dopamine receptor. max response, negative = inhibition, %. AID 652054. D3R cells, DiscoveRx beta-arrestin luminescence, antagonist mode; active compounds read low. 360,000 compounds, 2.5% hits. P35462; in the data active = max response below about -50%; inconclusive = no clear call, values can overlap the other calls; note: % is set by controls: 0 for no effect and ±100 for the full control effect; mostly tested at two doses, the higher about 12 µM
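Cells expressing the human receptor were seeded at 1500 cells/well, incubated overnight at 37 degrees C in 5% CO2, then exposed to library compounds with dopamine controls for 90 minutes at 37 degrees C before luminescent detection.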
aSyn rescue = alpha-synuclein toxicity inhibition in yeast; Potency, µM (top dose mostly 46.1 µM), for the others: top-dose growth rescue (activation), usual class: activators; AID 652106; Yeast expressing alpha-synuclein, growth rescue, BacTiter-Glo, 24 h; 370,000 compounds, 0.14% hits; note: potency is the fitted concentration of half-maximal effect; % of control where 0% means no effect; nearly all actives have a fitted effect of over 65% in size
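Screening used galactose-induced yeast with toxic alpha-synuclein levels, exposed to compound for 24 hr at 30 deg C. Cell growth, read with BacTiter-Glo luminescence, gave the measured signal.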
PTHR1 agonist = activates the human parathyroid hormone receptor PTHR1; Q03431; HEK293 GP2 PTHR1 cells, GloSensor cAMP luminescence, 1 h; Potency, µM (highest dose often 115 µM), inactives show at the highest dose activation, actives largely listed as activators; 410,000 compounds, 0.075% hits; AID 743266; note: potency is the fitted concentration of half-maximal effect; nearly all actives have a fitted effect of over 55% in size; some results filed as inactive show a strong effect at the top dose; inactives centre near -15; many of its hits are not listed in these tables
Target sequence (Q03431 whole entry, looked up): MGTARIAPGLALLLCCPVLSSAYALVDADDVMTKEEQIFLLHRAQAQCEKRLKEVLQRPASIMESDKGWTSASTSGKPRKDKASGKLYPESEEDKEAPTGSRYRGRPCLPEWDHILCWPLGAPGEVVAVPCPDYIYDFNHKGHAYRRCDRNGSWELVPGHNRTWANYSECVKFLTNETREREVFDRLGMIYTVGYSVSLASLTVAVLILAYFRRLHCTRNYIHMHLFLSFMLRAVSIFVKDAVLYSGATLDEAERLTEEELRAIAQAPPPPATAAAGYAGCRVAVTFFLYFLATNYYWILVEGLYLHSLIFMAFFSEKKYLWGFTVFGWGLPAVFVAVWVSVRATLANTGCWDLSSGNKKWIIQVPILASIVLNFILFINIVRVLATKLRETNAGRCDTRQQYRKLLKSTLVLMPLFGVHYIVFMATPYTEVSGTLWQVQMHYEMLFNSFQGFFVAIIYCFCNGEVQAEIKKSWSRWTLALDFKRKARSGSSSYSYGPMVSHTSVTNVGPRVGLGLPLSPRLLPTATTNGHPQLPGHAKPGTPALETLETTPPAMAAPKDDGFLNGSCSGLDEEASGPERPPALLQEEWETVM
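HEK-293-derived GP2 cells expressing PTHR1 and a GloSensor cAMP reporter, 3,000/well, plated overnight, given luciferin plus IBMX (each 0.5 mM as added) for 1 h at 37 °C, then compound for 1 h at 37 °C. Luminescence was read after 15 min at room temperature.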
GLP-1R inv ag = GLP-1 receptor (human) inverse agonism; P43220; HEK293 GLP-1R CRE-luciferase, luminescence, 24 h; GLP-1R form is constitutively active; Potency, µM (highest dose often 38.3 µM), for the others: at the highest dose activity change, negative = inhibition, hits mostly inhibitors; 410,000 compounds, 1.6% hits; AID 624417; note: potency is the fitted concentration of half-maximal effect; % is set by controls: 0 for no effect and ±100 for the full control effect; nearly all actives have a fitted effect of over 55% in size
Target sequence (P43220 whole entry, looked up): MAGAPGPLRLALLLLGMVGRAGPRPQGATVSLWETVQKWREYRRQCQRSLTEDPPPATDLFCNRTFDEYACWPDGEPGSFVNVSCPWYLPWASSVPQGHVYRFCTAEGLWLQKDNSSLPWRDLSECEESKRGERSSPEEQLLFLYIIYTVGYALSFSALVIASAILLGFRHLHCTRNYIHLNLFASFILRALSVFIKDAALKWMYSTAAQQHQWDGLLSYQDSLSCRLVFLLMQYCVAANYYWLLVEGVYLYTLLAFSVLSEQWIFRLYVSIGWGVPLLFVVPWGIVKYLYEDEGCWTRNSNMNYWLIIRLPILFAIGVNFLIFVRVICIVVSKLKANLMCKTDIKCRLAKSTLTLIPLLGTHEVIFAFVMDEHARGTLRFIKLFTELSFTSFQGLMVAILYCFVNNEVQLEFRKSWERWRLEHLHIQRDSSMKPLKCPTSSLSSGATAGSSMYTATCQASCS
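Stable HEK293 clone (constitutively active GLP-1R + cAMP-response luciferase); 200 cells/uL plated, 12 h pre-culture, compound 24 hr, 37 deg C/5% CO2; detection reagent 12 min RT; luminescence.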
GLP-1R agonist = activates the human GLP-1 receptor | P43220 | HEK293 GLP-1R CRE-luciferase, luminescence, 4-6 h; cells express a hypersensitive GLP-1R form | Potency, µM (top dose mostly 45.6 µM), without a hit: at the top dose activation, usual class: activators | 380,000 compounds, 0.007% hits | AID 624172; note: potency is the fitted concentration of half-maximal effect; % of control where 0% means no effect
* = called active by the depositor; i = inactive; u = inconclusive; x = not tested or not shown; [ ] = dose if it differs, or a comment. Unless noted, calls come from the whole dose curve; as a rule, active = well fitted curve in the direction sought with a large enough effect; inconclusive = small, poorly fitted or top-dose-only effect, or another doubt; inactive = no such curve, though single readings can be large; an effect the other way counts as inactive or inconclusive.

SMILES | HEK293 tox | D3 ag | TDP43 rescue | KB-V1 cytotox | D3 antag | aSyn rescue | PTHR1 agonist | GLP-1R inv ag | GLP-1R agonist
Cc1ccc(C(=O)N2CCc3cc(CNC(=O)c4ccccc4F)ccc32)cc1 | -14% | 4 | u | x | x | x | -38%[inhibitor] | -10% | x
COC(=O)c1ccc(COn2c(=O)c(C)[n+]([O-])c3ccccc32)cc1 | 8% | -4 | 5% | -5% | 48 | x | i | 1% | -1%
O=C(CCc1ccc(S(=O)(=O)NCCc2ccccc2)cc1)NCc1ccc2c(c1)OCO2 | 2% | 1 | 11% | -16% | 18 | 6% | -29% | -10% | -1%
COc1ccc(-c2nnn(CC(=O)N(CC(=O)NCCC(C)C)Cc3cccs3)n2)cc1OC | -13% | -2 | -28% | 0% | 33 | 4% | -13%[57.5 µM] | -7% | 2%
Cn1c(=O)c2c(SCC(=O)NCc3ccco3)nc(CC(C)(C)C)nc2n(C)c1=O | 11% | 3 | 24% | u | 31 | 8% | -24% | u | 4%
Cc1cccc(/C=N/NC(=O)c2cc(Br)ccc2O)n1 | u | 1 | 3% | -7% | -17 | 1% | -29% | -22% | 3%
O=S(=O)(Nc1cccc2nsnc12)c1ccccc1 | 3% | -15 | -12% | 17% | -7 | 1% | 6%[57.5 µM] | -2% | 0%
O=C1CCC(=O)N1c1ccc(NCCc2ccccc2F)c([N+](=O)[O-])c1 | -20% | 8 | 7% | 0% | -4 | -1% | i | -7% | 7%
O=C(NCCc1ccc(Cl)cc1)c1ccc2c(c1)OCCO2 | -7% | 5 | 4% | 0% | 12 | -4% | -26% | u | -4%
CC1=C(C(=O)N(C)C)CC(CC(=O)NCCN2CCOCC2)C(=O)N1CCCN1CCCC1=O (stereo not drawn) | 2% | -13 | 13% | -1% | u | 0% | -1% | 2% | 1%
Cc1ccc(SCC(=O)OC(C)C(=O)NCc2ccccc2)cc1C (stereo not drawn) | -3% | -18 | 0% | u | -11 | 15% | -1% | -2% | 3%
CCC(=O)N1CCN(c2nc(-c3ccccc3)c3c(c2C#N)CCCC3)CC1 | 4% | -8 | u | u | -18 | -21% | i | u | 14%
CC(C)C(=O)N(c1cc2sc(=O)oc2c2ccccc12)S(=O)(=O)c1cccs1 | 4% | -6 | 5% | u | -28 | 0% | -10%[57.5 µM] | 2% | -14%
CCN(Cc1cnn(C)c1)C(=O)c1cc(COc2ccc(F)cc2F)on1 | 5% | 2 | 17% | 1% | 19 | 4% | -5% | 18% | 0%
CC(=O)NCCNc1ccc([N+](=O)[O-])cn1 | -6% | 3 | 4% | 4% | 10 | 4% | -19% | 18% | -14%
CC(=O)c1cccc(NC(=S)NC(=O)Cc2ccc(Cl)cc2)c1 | -9% | -3 | 5% | 7% | -12 | -1% | -22% | -28% | 23%
Cc1cc(NC(=O)c2ccc(S(=O)(=O)N(C)CC3CCCO3)cc2)no1 (stereo not drawn) | 5% | -1 | -8% | -11% | -12 | -1% | i | -5% | 0%
CC(C)c1nnc(NC(=O)c2nc(S(=O)(=O)Cc3ccccc3F)ncc2Cl)s1 | u | -6 | 28µM* | -10% | -51* | 5% | -33%[inhibitor] | u | -10%
N#CCSc1nnc(C2CCCCC2)n1Cc1ccccc1 | -14% | -7 | 0% | 3% | -30 | 2% | i | -3% | -4%
CCN(C(=O)c1ccc2c(Cl)c3c(nc2c1)CCC3)c1ccc(C)c(C)c1 | u | 3 | -68%[inhibitor] | u | 2 | u | -16% | u | -1%

In a second layout: entries from further up.
The line under a structure holds: HEK293 tox, D3 ag, TDP43 rescue, KB-V1 cytotox, D3 antag, aSyn rescue, PTHR1 agonist, GLP-1R inv ag, GLP-1R agonist
> CC(=O)c1cccc(NC(=S)NC(=O)Cc2ccc(Cl)cc2)c1
  -9%, -3, 5%, 7%, -12, -1%, -22%, -28%, 23%
> O=C(CCc1ccc(S(=O)(=O)NCCc2ccccc2)cc1)NCc1ccc2c(c1)OCO2
  2%, 1, 11%, -16%, 18, 6%, -29%, -10%, -1%
> O=C(NCCc1ccc(Cl)cc1)c1ccc2c(c1)OCCO2
  -7%, 5, 4%, 0%, 12, -4%, -26%, u, -4%
> CCN(Cc1cnn(C)c1)C(=O)c1cc(COc2ccc(F)cc2F)on1
  5%, 2, 17%, 1%, 19, 4%, -5%, 18%, 0%
> Cc1cccc(/C=N/NC(=O)c2cc(Br)ccc2O)n1
  u, 1, 3%, -7%, -17, 1%, -29%, -22%, 3%

Further records follow:
SMILES | HEK293 tox | D3 ag | TDP43 rescue | KB-V1 cytotox | D3 antag | aSyn rescue | PTHR1 agonist | GLP-1R inv ag | GLP-1R agonist
CC[C@@]1(C(=O)OC)N[C@H](CN(C)C(=O)c2ccc(C(C)(C)C)cc2)[C@@H]2C(=O)N(Cc3ccccc3)C(=O)[C@@H]21 | 4% | 14 | 12% | u | 45 | -5% | -3% | 1% | 3%
CC(CCN(C)C)OC(=O)c1ccc(C(C)c2ccccc2)o1 (stereo not drawn) | -8% | 0 | -15% | -13% | -14 | 3% | -5%[57.5 µM] | u | 4%
Cc1ccc(/C=N\NC(=O)Cn2nnc3ccccc32)o1 | -14% | 9 | -13% | 5% | 26 | -5% | i | 0% | 13%
CN(C)c1ccc(C(CNS(=O)(=O)c2ccc3ccccc3c2)c2c[nH]c3ccccc23)cc1 (stereo not drawn) | -22% | 2 | 14% | 15µM* | -8 | 3% | i | u | -5%
NC(=O)C1CCN(S(=O)(=O)c2cc3c4c(c2)CCN4C(=O)CC3)CC1 | -1% | 1 | -21% | -2% | 7 | -7% | i | 7% | 0%
CCOC(=O)N1CCc2c(sc(NC(C)=O)c2C(N)=O)C1 | -7% | 1 | 14% | 10% | -2 | -8% | -22% | 18% | 2%
O=C(COC(=O)C1CC1)Nc1ccc(Cl)cc1Cl | -2% | 1 | 22% | 0% | 19 | 8% | -2% | 8% | 0%
COc1ccc(CN(C)C(C)C(=O)Nc2cccc3ccccc23)cc1 (stereo not drawn) | 8% | -18 | -7% | -5% | -20 | 6% | i | u | u
COc1ccc(C2=NN(C(=O)CSc3nc(=O)n4ccc(C)cc4n3)C(c3ccc(C)cc3)C2)cc1 (stereo not drawn) | -14% | 0 | 10% | -3% | -17 | 4% | -6% | 10% | 0%
COC(=O)c1ccc(/C=C/c2c(-c3ccc(OC)cc3)oc3ccc(N4CCOCC4)cc23)cc1 | -23% | -12 | 24% | u | 55 | 2% | i | 11% | 2%
Cc1ccc(S(=O)(=O)NCC(c2ccco2)N2CCN(c3ccccc3F)CC2)cc1 (stereo not drawn) | 11% | -14 | 17% | x | x | x | i | u | x
Cn1ccnc1SCC(=O)Nc1cc(Cl)ccc1Cl | 7% | 8 | 0% | -15% | x | -1% | i | 7% | 6%
O=C1CC(c2ccco2)c2ccc3ccccc3c2N1 (stereo not drawn) | -4% | -5 | 13µM* | -4% | 2 | 5% | i | -6% | 12%
CC1CC(C)CN(CCCNC(=O)c2nn(C)c3c2CS(=O)(=O)c2ccccc2-3)C1 (stereo not drawn) | -12% | 4 | 2% | -4% | -19 | -1% | -1% | 5% | -3%
NC(=O)c1ccc(NS(=O)(=O)c2ccc3ccccc3c2)cc1 | 19% | -4 | -6% | -6% | -4 | 1% | -20% | 5% | 0%
O=C(NNS(=O)(=O)c1ccc(F)cc1)C1CC(c2cccnc2)=NO1 (stereo not drawn) | -9% | 3 | 3% | 28% | -6 | 0% | i | 5% | -6%
C/C(=N\Nc1ccccn1)c1cccs1 | u | -2 | -5% | -14% | 2 | 4% | -31%[inhibitor] | u | 4%
Cc1ccc(-c2nc(CN3CCN(C(=O)C4CCCO4)CC3)cs2)cc1 (stereo not drawn) | -13% | -15 | -6% | u | 3 | 4% | -44%[inhibitor] | 13% | 8%
COc1ccc(NC(=O)C23CC4CC(C2)CC(n2cnc(Br)n2)(C4)C3)c(C)c1 | 8% | -1 | -19% | 16% | 14 | 5% | i | -9% | -7%
CC(=O)Nc1ccc(NC(=O)CN(c2ccc(F)cc2)S(=O)(=O)c2ccc3c(c2)OCCO3)cc1 | 4% | 3 | -11% | u | 9 | -7% | -10%[57.5 µM] | 0% | 11%
O=S(=O)(Nc1ccccc1N1CCOCC1)c1ccc(Cl)cc1 | 3% | -7 | -35%[inhibitor] | u | 34 | 29% | -10% | -25% | -7%
CCOc1ccc(OCCNC2CCCC2)cc1 | -16% | -3 | -3% | u | -60* | -8% | i | 0% | 7%
COc1ccc(-c2noc(CSc3nnc(C)n3-c3ccc(C)c(C)c3)n2)c(OC)c1 | 1% | -8 | 9% | -9% | x | x | i | 4% | x
Cc1cccc(N(C)Cc2nnc(-c3cccc(Br)c3)o2)c1 | 0% | 1 | 17% | -3% | 7 | 1% | i | u | 26%
CCOC(=O)C1C(=O)N(C(=O)c2cncc(Br)c2)CC1c1ccccc1 (stereo not drawn) | 0% | 3 | -1% | u | u | -3% | i | 3% | -4%
O=C(CCSc1nnc(-c2ccco2)o1)Nc1ccc(Cl)cc1 | 0% | 6 | u | 0% | 7 | -19% | -6%[57.5 µM] | -9% | 5%
COc1ccc(-n2c(=O)cc(N3CCc4ccccc43)[nH]c2=O)cc1 | -29% | -8 | 4% | -14% | u | -2% | -9% | 12% | -2%
CC1=C(C(=O)OCc2ccc3c(c2)OCO3)C(c2ccccc2OCc2ccccc2)NC(=O)N1 (stereo not drawn) | -12% | 29 | -13% | u | 24 | 13% | i | 0% | 5%
N#Cc1nc(Cl)c(Cl)c(NN)c1Cl | -20% | 5 | u | 13% | -25 | -17% | -17% | u | 0%
CCOC(=O)CNS(=O)(=O)c1cc(-c2n[nH]c(=O)c3ccccc23)ccc1C | 7% | 0 | 14% | 0% | 1 | 10% | -41%[inhibitor] | 36%[activator] | 3%

Not all compounds are listed; rates above refer to the full screens.
